# Compound activity (PubChem)
# M1 ag parental: counter-screen for M1 agonists: effect in parental CHO-K1 cells. AID 602248, 2012. 360,000 tested, 0.48% active. activation, % at 3 µM. Fluo-8 calcium fluorescence; scaled to maximal ATP response, vehicle zero; in the data active = activation above about 15%;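 also: untransfected CHO-K1 host cells lacking M1 receptor as counterscreen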
# V1aR counter: agonists of human V1a receptor, primary screen, counter-screen for OXTR agonist project, fluorescence, CHO-V1R cells; Vasopressin V1a receptor (Homo sapiens), P37288; Fluo-8 calcium fluorescence, agonist mode; 0% DMSO, 100% 3 nM vasopressin; activation, % at 3 µM; 320,000 tested, 0.25% active; AID 2797, 2010;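 active = activation above the mean activation of all tested compounds plus 3 SD, per screening run, cut at about 20% in these data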;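 also: signal is peak over basal fluorescence ratio across a 100 second FLIPR read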
# Target sequence (P37288 whole entry, looked up): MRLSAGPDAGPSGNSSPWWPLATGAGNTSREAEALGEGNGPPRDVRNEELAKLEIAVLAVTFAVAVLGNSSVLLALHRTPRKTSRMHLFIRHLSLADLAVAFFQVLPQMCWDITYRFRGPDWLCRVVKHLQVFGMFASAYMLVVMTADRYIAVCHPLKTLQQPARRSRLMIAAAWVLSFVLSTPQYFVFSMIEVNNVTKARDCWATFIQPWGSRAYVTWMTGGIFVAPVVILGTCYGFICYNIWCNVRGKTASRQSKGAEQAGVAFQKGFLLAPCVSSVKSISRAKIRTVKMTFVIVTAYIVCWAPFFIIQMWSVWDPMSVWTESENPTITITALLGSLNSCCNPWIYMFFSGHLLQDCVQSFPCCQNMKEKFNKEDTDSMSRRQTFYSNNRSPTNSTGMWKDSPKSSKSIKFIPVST
# CHO parental Ca: ATP-evoked calcium signal inhibitors, parental CHO, primary screen, counter-screen for OX1R antagonist project, cell-based, fluorescence, Fluo-8 calcium dye. 330,000 tested, 0.63% active. AID 463079, 2010. inhibition, % at 5.6 µM. parental CHO-K1, ATP-induced calcium, Fluo-8 fluorescence;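 active = inhibition above that plate's mean sample inhibition plus 3 SD, cut at about 26% in these data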;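 also: 0% = ATP-challenged DMSO wells and 100% = DMSO wells without ATP; some compounds past the cut are filed as inactive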
#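 Assay system – parental CHO cells · Reagent – ATP stimulus · Detection – intracellular calcium via Fluo-8 no-wash fluorescent dye · Evaluation – percent inhibition of ATP-evoked calcium rise, normalized to controls · Controls – ATP wells versus no-ATP DMSO wells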
# TAAR1 antagonist: human TAAR1 antagonists, primary screen, Fluo-8 calcium fluorescence, CHO RD-HGA16 cells | inhibition, % at 3 µM | antagonist | 360,000 tested, 1.5% active;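 active = inhibition above a per-plate cutoff, the mean inhibition of test compounds on that plate plus 3 SD, cut at about 49% in these data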;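 also: 0% = DMSO plus EC80 beta-PEA response and 100% = DMSO alone without agonist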
#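 Test system – hTAAR1-expressing CHO RD-HGA16 cells, Gα16-coupled · Also added – β-PEA at EC80 concentration, post-compound challenge · Compound – 3 µM, single point · Incubation – dye loading 75 min at 37 °C, then 30 min room temperature · Measured by – Fluo-8 intracellular calcium dye fluorescence, real-time kinetic reads · Benchmarks – vehicle and agonist controls · Replicates – singlicate, one well per test compound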
# CHO-K1 Ca PAM: nonselective calcium activators in parental CHO-K1 cells, primary screen, counter-screen for M1 PAM project, cell-based, Fluo-8 calcium fluorescence, full deck, 1536-well. ATP EC20; 0% at ATP EC20, 100% at ATP max. activation, % at 3 µM. 360,000 tested, 0.02% active;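 active = activation above the run cutoff, the mean activation of all test compounds plus 3 SD, cut at about 40% in these data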;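 also: peak over basal fluorescence ratio in a 140 s read after ATP addition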
# OXTR potentiator: human OXTR potentiators, primary screen, fluorescence, CHO-OTR cells, Fluo-8 calcium. Oxytocin receptor (Homo sapiens), P30559. activation, % at 3 µM. Fluo-8 calcium fluorescence, potentiator mode; 0% = oxytocin EC15, 100% = EC100. 320,000 tested, 0.061% active;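 active = activation above that plate's cutoff, the mean activation of tested compounds plus 3 SD, cut at about 6.6% in these data, passing the limit was not always enough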;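 also: 100% uses oxytocin at 75 nM as the full agonist control; some results filed as inactive read as strong as hits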
#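 Assay system: CHO cell line stably expressing human OTR | Also added: Oxytocin at about EC15, sub-maximal agonist stimulus | Times: Compound 6 min at room temperature before oxytocin, 100 s read | Measured by: Fluo-8 intracellular calcium fluorescence, ex 470-495, em 515-575 nm | Controls: EC15 oxytocin alone as 0%, 75 nM oxytocin as 100%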
# TAAR1 ag: human TAAR1 agonists, primary screen, Fluo-8 calcium fluorescence, CHO RD-HGA16 cells; activation, % at 3 µM; vehicle wells 0%, saturating PEA agonist 100%; Trace amine-associated receptor 1 (Homo sapiens), Q96RJ0; AID 624467, 2012; 360,000 tested, 0.99% active;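 active = activation above the mean activation of all test compounds in the run plus 3 SD, cut at about 38% in these data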
#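 Test system: RD-HGA16 (CHO) cells co-expressing Gα16 and hTAAR1; dosing: one-point dosing at 3 µM (nominal); timing: 17-24 h seeding, 75 min 37 °C dye, 30 min RT; signal: kinetic Fluo-8 calcium fluorescence; read-out basis: % activation relative to PEA EC100 response; controls: DMSO and PEA EC100; replicates: n 1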
# CHRM1 agonist: human M1 muscarinic receptor agonists, primary screen, Fluo-8 calcium fluorescence, CHO-K1 cells, HTS. Muscarinic acetylcholine receptor M1 (Homo sapiens), P11229. CHO-K1 hM1, agonist mode; 0% DMSO, 100% acetylcholine EC100. activation, % at 3 µM. 360,000 tested, 0.33% active;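 active = activation above the run's mean compound activation plus 3 SD, cut at about 16% in these data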;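 also: peak over basal fluorescence ratio within a 140 s kinetic read after compound addition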
# Target sequence (P11229 whole entry, looked up): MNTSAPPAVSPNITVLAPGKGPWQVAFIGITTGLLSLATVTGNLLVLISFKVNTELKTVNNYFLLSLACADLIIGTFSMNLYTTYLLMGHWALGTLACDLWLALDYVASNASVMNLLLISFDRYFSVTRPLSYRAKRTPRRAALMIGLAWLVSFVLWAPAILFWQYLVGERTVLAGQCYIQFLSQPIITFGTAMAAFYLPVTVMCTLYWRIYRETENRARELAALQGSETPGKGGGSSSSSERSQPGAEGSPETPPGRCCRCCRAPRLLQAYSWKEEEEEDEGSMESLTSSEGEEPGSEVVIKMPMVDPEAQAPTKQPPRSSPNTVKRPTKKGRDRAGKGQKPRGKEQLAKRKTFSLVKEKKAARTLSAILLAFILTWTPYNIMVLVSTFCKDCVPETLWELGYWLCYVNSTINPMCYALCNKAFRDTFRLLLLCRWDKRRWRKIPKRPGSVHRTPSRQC
# CHO-K1 Ca antag: counter-screen for M1 antagonists: effect in parental CHO-K1 cells. 360,000 tested, 0.6% active. ATP-induced calcium, Fluo-8 fluorescence. inhibition, % at 3 µM. AID 602250;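 active = inhibition above a per-plate cutoff, the plate's mean sample inhibition plus 3 SD, cut at about 24% in these data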;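 also: 0% = DMSO plus EC80 ATP and 100% = DMSO alone without ATP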
# An asterisk follows results filed as active; x = not tested or not shown.
canonical_smiles	CHO-K1 Ca PAM	OXTR potentiator	CHO-K1 Ca antag	TAAR1 antagonist	V1aR counter	M1 ag parental	CHO parental Ca	CHRM1 agonist	TAAR1 ag
CCOC(=O)Nc1ccc(C)cc1C	-1	-4	8	5	0.7	-0.2	-6	-3	1
CCSc1nnc(NC(=O)CSc2nnc(Cc3cccn3C)n2CCc2ccccc2)s1	16	-3	-21	4	1.3	1.8	-21	-4	6
C=CCn1c(NCc2ccccc2OC)nc2ccccc21	-7	-5	-3	1	2.4	2.0	-12	-8	0
COc1ccc(/C=C/C(=O)Oc2ccc(/C=N\NC(=O)c3ccc(F)cc3)cc2)cc1	19	-2	-2	5	0.0	1.9	-4	-7	0
COC(=O)c1ccc2c(c1)nc(C)n2CCO	12	-13	4	5	0.0	0.1	7	-1	14
CC1(C)CC(=O)C(c2ccccc2)(c2ccccc2)C(=O)C1	-14	x	-6	-12	x	-0.8	x	-5	2
CC1(C(=O)NS(=O)(=O)c2cccc(Cl)c2)CCN1C(=O)C1CC1 (configuration not stated)	7	x	-4	-20	x	0.3	x	-4	3
COc1ccc(/C=N/Nc2cc(C)nc3ccc(OC)cc23)c(OC)c1	28	-6	-13	-13	-0.7	0.1	-23	-8	-1
O=C(Nc1ccc(F)c(F)c1)C1CCCCC1	-1	0	-4	-3	2.8	2.5	10	-7	2
Cc1ccc(C)c(CN2C(=O)CSc3ccc(C(=O)NCC(C)CN4CCC(C)CC4)cc32)c1 (configuration not stated)	22	3	-10	-2	2.5	1.4	3	-12	4
CCN(c1cccc(C)c1)S(=O)(=O)c1ccc2c(c1)oc(=O)n2C	7	-7	-10	2	-1.3	1.8	-13	-6	0
O=C(CN1CCN(Cc2cccc(F)c2)CC1)Nc1ccccc1F	8	2	-6	-11	-0.8	1.7	-12	-10	-1
COC(=O)C1=C(C)NC(=O)/C1=C\c1cccs1	7	-1	0	-2	-0.7	-0.2	-3	-5	2
CC(=O)c1cc(C#N)c(N2CC(C)OC(C)C2)nc1C (configuration not stated)	21	-4	-8	-34	0.9	0.4	-11	-5	1
COc1ccc(OC)c(NC(=O)CCNS(=O)(=O)c2ccc3c(c2)c(=O)n(C)c(=O)n3C)c1	9	3	-2	12	0.0	-0.4	-14	-6	0
COCCN(Cc1cc2cc(C)ccc2nc1Cl)C(=O)Nc1ccccc1OC	-6	-1	-11	21	0.1	0.5	-22	-5	4
CC(=O)NC(Nc1nc2c(s1)CCCC2)(C(F)(F)F)C(F)(F)F	6	-4	-2	22	0.2	0.0	-6	-11	0
O=C(NCc1cccs1)c1cc(-c2ccccc2)on1	17	-3	-8	40	-0.2	-0.1	-6	-2	57*
COC(=O)C[C@H]1c2cc(C(F)(F)F)ccc2S(=O)(=O)N1C(C)(C)C	17	-4	-17	5	-0.7	-0.1	-20	-5	7
CCOc1ccc(CCNC(=O)Cn2ncn3nc(-c4ccc(OC)cc4)cc3c2=O)cc1	12	-4	-8	-24	3.3	0.5	-6	0	6
COc1ccc(C(CNCC(=O)Nc2ccccc2F)N(C)C)cc1 (configuration not stated)	-10	-9	-3	-4	1.9	-0.2	-10	-8	-1
O=C(O)/C(=C\c1ccco1)NC(=O)c1ccc(Br)o1	5	6	-7	-28	-0.7	0.1	-5	-3	1
Cc1ccc(C)n1-c1ccc(C#N)cn1	-10	-7	6	-2	0.6	0.1	-10	-3	0
COc1cc(CN(C)C(=O)C(=O)c2c[nH]c3ccccc23)ccc1O	11	x	8	-7	x	2.1	x	-1	3
COc1cc(SC#N)ccc1N=Cc1c(C)[nH]n(-c2ccc(C)cc2)c1=O	3	2	4	88*	0.1	0.8	97*	-4	4
C/C(=C\C#N)n1nc(C)cc1N	18	-13	-19	-12	-0.3	0.7	-2	-1	8
COCc1cc(Sc2ccc(Cl)cc2)nc(C)n1	13	-3	-11	8	0.1	1.4	-3	-5	0
O=C(c1sccc1Br)N1CCN(Cc2ccc3c(c2)OCO3)CC1	-3	2	3	13	0.2	1.5	-15	-4	1
CN(CCc1ccccc1)C(=O)c1cccc(NC(=O)Cc2cccc(NC(=O)C3CCCN(C(=O)C4CCC4)C3)c2)c1 (configuration not stated)	-12	x	-11	13	x	-0.7	x	-5	-1
CC1=C(C(=O)OCc2ccccc2)C(c2ccc(C)cc2)NC(=O)N1 (configuration not stated)	5	x	-4	-6	x	0.1	x	-7	2

# Reprinted from the part before: six entries, then new ones.
canonical_smiles	CHO-K1 Ca PAM	OXTR potentiator	CHO-K1 Ca antag	TAAR1 antagonist	V1aR counter	M1 ag parental	CHO parental Ca	CHRM1 agonist	TAAR1 ag
COc1cc(SC#N)ccc1N=Cc1c(C)[nH]n(-c2ccc(C)cc2)c1=O	3	2	4	88*	0.1	0.8	97*	-4	4
C/C(=C\C#N)n1nc(C)cc1N	18	-13	-19	-12	-0.3	0.7	-2	-1	8
COCc1cc(Sc2ccc(Cl)cc2)nc(C)n1	13	-3	-11	8	0.1	1.4	-3	-5	0
O=C(c1sccc1Br)N1CCN(Cc2ccc3c(c2)OCO3)CC1	-3	2	3	13	0.2	1.5	-15	-4	1
CN(CCc1ccccc1)C(=O)c1cccc(NC(=O)Cc2cccc(NC(=O)C3CCCN(C(=O)C4CCC4)C3)c2)c1 (configuration not stated)	-12	x	-11	13	x	-0.7	x	-5	-1
CC1=C(C(=O)OCc2ccccc2)C(c2ccc(C)cc2)NC(=O)N1 (configuration not stated)	5	x	-4	-6	x	0.1	x	-7	2
CC(=O)c1c(C)[nH]c(C(=O)COC(=O)c2cccnc2Cl)c1C	-19	-6	-15	-11	4.3	3.7	-22	1	6
CCOc1ccc(C(=O)OCC(=O)Nc2cc(C)on2)cc1OCC	2	-5	2	9	-0.5	-0.2	-10	-2	15
C/C(=N\NC(=S)NCCc1ccccc1)c1cccc(Br)c1	11	-2	-12	-10	-0.1	0.0	-17	-4	33
Cc1ccn2c(=O)nc(SCC(=O)NC3CCCC3)nc2c1	-8	-1	23	-28	-0.7	0.2	-6	-4	9
CCn1cc(C(=O)NC(C)C)c(=O)c2cc(F)c(N3CCN(C(=O)c4ccco4)CC3)cc21	8	-6	0	-15	6.3	7.5	-14	1	2
O=C(NCCOc1ccccc1)c1ccc2c(c1)S(=O)(=O)c1cc(Cl)ccc1C2=O	9	-9	-5	-3	0.2	0.0	-21	-3	19
O=C(NCc1ccccn1)c1ccc(Cl)c(S(=O)(=O)N2CCOCC2)c1	11	3	-5	-19	0.9	1.6	-8	-2	1
COc1cc(CNC(=O)C2CC2)ccc1OCc1ccccc1	19	-5	-7	2	2.7	2.4	-3	-4	-2
CCCCS(=O)CC(CS(=O)CCCC)OC(=O)c1ccccc1 (configuration not stated)	-5	6	9	-3	0.3	-0.4	-8	-2	2
COc1ccc(CNC(=O)CCc2c[nH]c3ccccc23)cc1	-16	-12	0	5	-0.5	0.4	-17	4	-1
O=C(O)c1ccccc1-c1ccccc1C(=O)Nc1ccccc1Br	-24	9	10	-24	1.4	0.2	6	3	2
Cc1cc(=O)c2cc(Br)ccc2n1CC(=O)NCc1ccccc1	5	-10	1	-5	3.2	1.8	-21	-1	2
NCCSSCCN	28	-2	-2	-5	0.2	0.3	1	-2	1
C=CCN1C(=O)/C(=C\c2cccs2)C(C(=O)OC)=C1C	16	0	-11	5	-1.9	-0.1	-21	-5	9
CC(Oc1ccccc1Cl)C(=O)Nc1ccc(S(=O)(=O)N2CCOCC2)cc1 (configuration not stated)	12	x	-15	3	x	1.3	x	-2	7
N=c1c2c(n(Cc3ccc(Br)cc3)c3c1CCC3)CCCC2	-12	-1	14	-11	0.2	-0.1	-13	-10	8
Cc1c(NS(=O)(=O)c2cc(C(=O)NCc3cccnc3)ccc2Cl)c(=O)n(-c2ccccc2)n1C	7	0	-4	-9	0.3	0.6	-17	-2	0
Cn1c2ccccc2c2n[nH]c(=O)nc21	15	-4	-8	-1	4.4	-0.1	-7	-3	0
O=C(CCS(=O)(=O)Cc1ccccc1)N1CCc2ccccc2C1	10	0	-2	2	0.1	0.6	-19	-6	9
COc1ccc([C@H]2CC(=O)C=C(/C=C/c3ccccc3)C2)cc1	10	-2	-8	25	1.8	-0.2	-28	-3	4
COc1cc(-c2cc(NC=O)c3ncc(-c4ccc(F)cc4)n3c2)cc(OC)c1OC	6	x	7	38	x	9.2	x	7	16
Cc1nc2ccc(C(=O)N3CCC(O)(Cc4ccccc4)CC3)cn2c1N(C)C(=O)CCc1ccccc1	-7	x	16	-19	x	0.6	x	-3	17
CC(=O)c1c(C)nn(CC(O)COc2ccc3c(c2)CCC3)c1C (configuration not stated)	-13	-11	-11	4	8.0	7.4	-17	4	6
COc1ccc(C(=O)Nc2ccc(S(=O)(=O)Nc3onc(C)c3C)cc2)cc1	0	0	0	6	1.2	0.3	-10	-2	3
CS(=O)(=O)N1CCN(c2ccc(Cl)cc2[N+](=O)[O-])CC1	14	-5	4	-12	0.8	0.1	-13	-7	4
Cn1nc(C(=O)NCCc2ccc(S(N)(=O)=O)cc2)c2c1-c1ccccc1S(=O)(=O)C2	1	-9	-8	13	0.3	1.1	-1	-3	1
